# Gli-Sufu antag: antagonists of Gli-Sufu signaling | Sufu-KO-LIGHT fibroblasts, Gli luciferase reporter luminescence | inhibition, % at 5 µM | 340,000 tested, 0.74% active | AID 588413;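 active = inhibition above about 55%, limit read from the data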;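 also: 0% = DMSO-treated cells and 100% = wells with medium but no cells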
# SENP8 block: inhibitors of human SENP8 protease. Q96LD8. purified SENP8, Z-RLRGG-aminoluciferin cleavage, luminescence. inhibition, % at 10 µM. 330,000 tested, 1.2% active. AID 2540
# Target sequence (Q96LD8 whole entry, looked up): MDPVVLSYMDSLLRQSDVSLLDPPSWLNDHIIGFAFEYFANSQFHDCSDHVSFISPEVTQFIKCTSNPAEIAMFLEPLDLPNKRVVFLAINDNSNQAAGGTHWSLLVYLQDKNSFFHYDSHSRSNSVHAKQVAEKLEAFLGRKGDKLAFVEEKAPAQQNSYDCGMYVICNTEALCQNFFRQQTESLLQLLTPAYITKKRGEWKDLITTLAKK
# HKDC1 inhibitor: inhibitors of human hexokinase HKDC1. Q2TB90. recombinant HKDC1, G6PDH/diaphorase resazurin coupled fluorescence. inhibition, % at 20 µM. 340,000 tested, 0.16% active;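 active = inhibition above about 35% when tested at 20 µM, limit read from the data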;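 also: plate controls were DMSO wells with enzyme for no effect and DMSO wells lacking enzyme for full effect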
#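 System: Recombinant HKDC1 hexokinase | Amount: HKDC1 at 5 µg/mL | Reagent: Glucose with 1 mM ATP | Doses: Single 20 µM dose | Incubation: Reaction time 90 min, room temperature, protected from light | Signal: Coupled resazurin fluorescence, excitation 525 nm, emission 613 nm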
# SENP7 block: inhibitors of human SENP7 protease; Q9BQF6; inhibition, % at 5 µM; recombinant SENP7, Z-RLRGG-aminoluciferin luminescence, 40 min; 330,000 tested, 1.5% active;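 active = inhibition above about 50% at the single test dose, limit read from the data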;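 also: plate controls were DMSO with enzyme for no effect and no enzyme buffer wells for full effect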
# Target sequence (Q9BQF6 706-1050 limits assumed): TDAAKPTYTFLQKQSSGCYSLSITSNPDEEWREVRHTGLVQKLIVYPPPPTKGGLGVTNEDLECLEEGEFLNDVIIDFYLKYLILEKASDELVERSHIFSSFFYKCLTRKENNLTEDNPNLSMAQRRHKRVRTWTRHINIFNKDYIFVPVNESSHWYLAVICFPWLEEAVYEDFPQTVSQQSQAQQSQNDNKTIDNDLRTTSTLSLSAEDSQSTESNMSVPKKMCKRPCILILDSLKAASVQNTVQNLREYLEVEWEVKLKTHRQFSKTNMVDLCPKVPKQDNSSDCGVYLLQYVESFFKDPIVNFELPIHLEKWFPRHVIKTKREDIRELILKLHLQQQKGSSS
# 697 NFkB inh: lowers PMA/ionomycin-induced NF-kB signal in 697 B cells; 697 B-cell NF-kB luciferase reporter, 16 h; inhibition, % at 4 µM; AID 435022; 330,000 tested, 0.33% active; in the data active = inhibition above about 35%
# Apaf1 inhib: human Apaf-1 inhibition; O14727; reconstituted apoptosome caspase-3 activity, DEVD-Rh110 fluorescence; inhibition, % at 20 µM; 330,000 tested, 0.71% active; AID 489030; active = inhibition of at least 40% at 20 µM;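 also: plate controls were DMSO wells for no effect and DEVD-CHO caspase inhibitor wells for full effect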
#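 System: reconstituted apoptosome with Apaf-1, cytochrome c, caspase-9, procaspase-3, dATP; Signal: Rh110 fluorescence intensity; Schedule: 30 min compound preincubation, 50 min activation, room temperature; Reagent: cytochrome c trigger plus (Z-DEVD)2-Rh110 caspase-3 substrate.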
# Jurkat NFkB inh: inhibitors of the PMA/ionomycin-induced NF-kB reporter in Jurkat cells | PMA/ionomycin-induced NF-kB luciferase reporter, luminescence | inhibition, % at 4 µM | 330,000 tested, 0.53% active | AID 435003
# UBC13 inh: inhibitors of human UBC13 polyubiquitin chain formation; 330,000 tested, 0.47% active; inhibition, % at 20 µM; TR-FRET; in the data active = inhibition above about 45%, passing the limit was not always enough
# Target sequence (P61088 whole entry, looked up): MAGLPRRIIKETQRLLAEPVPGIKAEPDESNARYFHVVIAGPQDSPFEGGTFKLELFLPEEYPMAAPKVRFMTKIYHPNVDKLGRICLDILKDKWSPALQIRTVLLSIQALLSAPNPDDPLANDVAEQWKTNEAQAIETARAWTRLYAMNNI
# Active calls of the source: *; . = not tested or not shown. Rule as the data show it, unless noted: active = inhibition above about 50%; inactive = the rest.
SMILES,Gli-Sufu antag,SENP8 block,HKDC1 inhibitor,SENP7 block,697 NFkB inh,Apaf1 inhib,Jurkat NFkB inh,UBC13 inh
CCOc1ccccc1C(=O)N1CCN(c2ccc(C(F)(F)F)cn2)CC1,21,2,-5,5,0,8,2,3
Cc1ccc(C(=O)N2CCCC(Nc3ccc(F)c(F)c3)C2)cn1 (stereo not given),-12,-6,-3,-6,15,-20,1,6
Cc1ccc(CN(C)C(=O)CN2C(=O)NC(c3ccccc3)(c3ccccc3)C2=O)c(C)c1,-7,-7,1,-7,9,26,-7,-1
OCCNCCCCSc1ccc(Cl)cc1,0,-6,17,0,15,-8,5,13
Cc1cc(-c2nc(C)c(C(=O)NNS(=O)(=O)c3cccc(C(F)(F)F)c3)s2)no1,2,2,-2,1,2,-11,18,-5
O=C(NCC1CCCCC1)c1cc([N+](=O)[O-])ccc1Cl,13,0,-3,8,-2,10,-1,4
Cc1ccn2c(C=O)c(-c3ccc(F)cc3)c(C=O)c2c1,-7,-3,-1,3,8,10,8,-6
NC(=O)c1sc2nc3c(c(-c4ccco4)c2c1N)CCCC3,-20,4,-1,4,7,-11,8,13
O=C(NNC1=C(C(=O)C(F)(F)F)CCC1)c1cccc(Cl)c1,5,-8,-23,2,-1,7,3,-3
CC(=O)NC1=NN(C(C)=O)C(C)(c2ccc(C)o2)S1 (stereo not given),-8,-1,1,4,-3,-5,-9,4
COc1cccc(-c2csc(N3CCN(C(=S)Nc4ccccc4)CC3)n2)c1,0,-8,-9,1,2,-9,-15,2
COc1ccc(N2CCN(C(=O)COC(=O)CCOc3ccc(C)cc3)CC2)cc1,-3,-10,-4,-3,3,11,8,-5
CS(=O)(=O)N(Cc1ccc(Cl)cc1)c1ccc(C(=O)NCc2ccccn2)cc1,-9,3,-5,5,-7,4,11,4
CCOc1ccccc1NC(=O)CCS(=O)(=O)c1cccs1,-8,3,-3,-5,16,0,-3,4
CCCn1c(N)c(N2CCCCC2)c(=O)n(CC(=O)Nc2cccc(S(=O)(=O)N(C)C)c2)c1=O,4,-6,0,0,10,-6,-2,-5
CCC(=O)N1c2ccc(S(=O)(=O)CCC(=O)NC3CCCC3)cc2CC1C (stereo not given),-3,1,-2,-1,12,-5,6,5
O=C(Nc1nc(-c2ccccn2)cs1)C12CC3CC(CC(O)(C3)C1)C2,-72,-14,-5,1,-102,-3,-85,-22
Cc1ccc(S(=O)(=O)N(C)CC(=O)O/N=C(\N)c2cccnc2)cc1,-6,-4,-4,-3,13,-10,8,-8
CCCCN(C)CCNC(=O)c1cc2c(-c3ccccc3F)nn(C)c2s1,25,4,-3,-1,-16,7,-17,29
CCOc1ccc(C(=O)OCC(=O)N2CCCC2)cc1OCC,20,3,-5,3,19,0,-4,-2
COc1ccc2oc(C(=O)NCc3ccccc3CN3CCCC3)c(C)c2c1,10,-15,-4,-7,-10,21,-17,14
O=[N+]([O-])c1ccccc1Oc1ccc(S(=O)(=O)N2CCOCC2)cc1,.,9,3,-11,0,-6,2,16
N#Cc1ccc(C(=O)NC2CCCc3ccccc32)cc1 (stereo not given),2,-7,-12,5,-2,2,33,1
Cc1ccc(CNC(=O)CS(=O)(=O)Cc2nc(-c3ccc(C)cc3)oc2C)cc1,-1,-2,-2,-9,-26,8,2,-10
c1cncc(-c2nc(NCc3cccs3)c3ccccc3n2)c1,21,-7,2,-6,2,7,6,1

# Additional results follow:
SMILES,Gli-Sufu antag,SENP8 block,HKDC1 inhibitor,SENP7 block,697 NFkB inh,Apaf1 inhib,Jurkat NFkB inh,UBC13 inh
O=C(Nc1ccc(Cl)cc1)[C@@H]1[C@@H]2C(=O)N(c3ccc(Cl)cc3)C(=O)[C@@H]2[C@H]2C=CC=NN21,-4,-7,3,-6,-4,22,-18,-6
O=C(COc1ccc(/C=N/NS(=O)(=O)c2ccccc2)cc1)N1CCOCC1,-7,0,6,4,14,-3,8,-5
O=C(c1cnccn1)N1CCN(c2ccccc2)CC1,-8,-5,-2,-3,-59,-15,-28,-9
Cc1c(C(=O)N2CCN(Cc3ccc4c(c3)OCO4)CC2)sc2ncnc(N3CCN(c4ccccc4F)CC3)c12,18,-11,6,11,-11,12,23,29
CS(=O)(=O)N(CC(=O)Nc1ccccc1C(=O)N1CCOCC1)c1ccc(F)c(Cl)c1,1,1,4,2,6,-3,0,-3
Cc1cc(C)c2nc(N3CCN(C(=O)c4cccs4)CC3)sc2c1,-8,-4,1,-6,-1,34,9,-6
COc1ccccc1NC(=O)c1ccc(NC(=O)Cc2n[nH]c(=O)c3ccccc23)cc1,-6,1,-2,4,25,-24,2,24
O=C(O)c1occc1CSc1ccccc1,17,-6,-1,3,-13,-1,4,-3
COc1cccc(CNC(=O)CCNC(=O)c2ccc(Br)o2)c1,-7,-6,-6,4,12,-17,-1,4
O=C(NNC(=O)c1cc([N+](=O)[O-])ccc1Cl)c1cccs1,-30,1,-6,7,11,-3,-14,6
NS(=O)(=O)c1ccc(N=Cc2ccc(Br)s2)cc1,3,4,-11,4,4,-2,3,10
CCN(CC)c1ccc(/C=N/NC(=O)OC(C)(C)C)cc1,-38,3,-1,0,-52,-6,-73,-4
COc1ccc(OC)c(NC(=O)c2cccc(NC(=O)c3ccccc3C(=O)O)c2)c1,12,4,-2,-5,13,2,1,4
Cc1ccc(N(Cc2cc(=O)[nH]c3ccccc23)C(=O)C(C)C)cc1,4,-6,-10,6,8,8,-4,5
CCN(CC(=O)Nc1c(F)cccc1F)C(=O)CNC(=O)c1ccc(Br)o1,-2,0,-3,3,11,0,1,-2
COCCNC(=O)c1nc2c(nnn2Cc2cc(C)ccc2C)c(=O)[nH]1,7,8,-11,0,15,-27,-12,2
Cc1cc(C(=O)OCC(=O)N2c3ccccc3CC2C)c(C)o1 (stereo not given),-26,1,-3,6,-13,11,-21,1
CCN(CC)C(=O)C(C)OC(=O)c1ccc(O)cc1 (stereo not given),9,1,0,1,1,-6,-7,1
CCN(CCn1cccn1)C(=O)c1cc(COc2ccc(F)cc2Cl)on1,0,8,-4,4,11,-21,4,13
O=C(CN1CCN(S(=O)(=O)c2cccc(F)c2)CC1)NCC1(N2CCOCC2)CCCCC1,1,-4,-3,9,11,6,-5,3
Cc1cccc(N2C(=O)N3[C@H](c4ccc(F)cc4)[C@@H]4C(=O)N(C5CCCCC5)C(=O)[C@@H]4[C@]3(Cc3ccc(Cl)cc3)C2=O)c1,5,-5,1,-6,-12,12,2,-20
Cc1cnn(-c2cc(N/N=C/c3ccccc3F)ncn2)c1,-39,-1,-6,-2,-16,1,-12,-12
CCOc1cc2[nH]c(=O)n(CCCCC(=O)NC3CCCCCC3)c(=O)c2cc1OCC,10,-3,-5,3,-9,8,-6,2
CC(=O)c1ccc(S(=O)(=O)NCCc2csc(-c3cccnc3)n2)cc1,11,-8,-5,-5,11,2,-10,-3
Oc1ccc(Br)cc1/C=N/Nc1nc(N2CCCCC2)nc(N2CCOCC2)n1,-1,-10,-1,-3,22,21,-16,-11

# Given field by field: part of the list above
O=C(NNC1=C(C(=O)C(F)(F)F)CCC1)c1cccc(Cl)c1
  Gli-Sufu antag: 5
  SENP8 block: -8
  HKDC1 inhibitor: -23
  SENP7 block: 2
  697 NFkB inh: -1
  Apaf1 inhib: 7
  Jurkat NFkB inh: 3
  UBC13 inh: -3
CC(=O)NC1=NN(C(C)=O)C(C)(c2ccc(C)o2)S1 (stereo not given)
  Gli-Sufu antag: -8
  SENP8 block: -1
  HKDC1 inhibitor: 1
  SENP7 block: 4
  697 NFkB inh: -3
  Apaf1 inhib: -5
  Jurkat NFkB inh: -9
  UBC13 inh: 4

# (continued)
SMILES,Gli-Sufu antag,SENP8 block,HKDC1 inhibitor,SENP7 block,697 NFkB inh,Apaf1 inhib,Jurkat NFkB inh,UBC13 inh
CCOC(=O)CC(NC(=O)C(CC)c1ccccc1)c1ccccc1Cl (stereo not given),10,-12,-10,-2,10,3,-3,-5
COc1ccc(OC)c(N2C(N)=C(C#N)C(c3ccc(OC)c(O)c3)C3=C2CC(C)(C)CC3=O)c1 (stereo not given),4,-3,0,-1,-8,-5,12,9
COc1ccc(OCCSCc2nnc(NC(=O)Nc3ccc(Cl)cc3)s2)cc1,-2,-1,-10,1,-31,-2,1,-18
Cc1ccc(NC2(C#N)C(=O)Nc3ccccc32)cc1C (stereo not given),5,10,-3,9,17,-9,-2,-8
COc1ccc(C(CNC(=O)C2CC(=O)N(Cc3ccccc3)C2)N2CCOCC2)cc1 (stereo not given),0,7,-3,6,19,-13,5,-2
O=c1[nH]c(Cc2cccc(C(F)(F)F)c2)nc2ccccc12,6,2,0,-5,28,-5,15,10
Cc1ccc(C)c(S(=O)(=O)N/N=C/c2ccc(N3CCOCC3)cc2)c1,-14,-2,-2,-2,12,-5,11,10
O=C(NNC(=O)C1CC(c2cccnc2)=NO1)Nc1cccc(F)c1 (stereo not given),-9,-7,3,0,25,-25,6,4
COc1cccc(C(=O)NC2CC(C)(C)Cc3c2cnn3-c2cccc(F)c2)c1OC (stereo not given),16,-14,0,13,-28,22,-27,-1
CC(C)c1ccc(NC(=O)NC2(C(=O)NCc3cccnc3)CCCCC2)cc1,-19,-3,0,-5,5,7,-13,4
Cc1ccc(NC(=O)C2CCN(S(C)(=O)=O)CC2)cc1C,-9,3,-13,-11,-9,-3,3,-4
O=C(CSc1nc(=O)[nH]c2c1CCCC2)Nc1cc(C(F)(F)F)cc(C(F)(F)F)c1,19,2,-2,-4,-20,15,31,-2

# A draw from above in order of SMILES length, lowest first.
SMILES,Gli-Sufu antag,SENP8 block,HKDC1 inhibitor,SENP7 block,697 NFkB inh,Apaf1 inhib,Jurkat NFkB inh,UBC13 inh
CCN(CC)C(=O)C(C)OC(=O)c1ccc(O)cc1 (stereo not given),9,1,0,1,1,-6,-7,1
Cc1ccc(NC2(C#N)C(=O)Nc3ccccc32)cc1C (stereo not given),5,10,-3,9,17,-9,-2,-8
Cc1cnn(-c2cc(N/N=C/c3ccccc3F)ncn2)c1,-39,-1,-6,-2,-16,1,-12,-12
Cc1ccc(NC(=O)C2CCN(S(C)(=O)=O)CC2)cc1C,-9,3,-13,-11,-9,-3,3,-4
Cc1cc(C(=O)OCC(=O)N2c3ccccc3CC2C)c(C)o1 (stereo not given),-26,1,-3,6,-13,11,-21,1
O=c1[nH]c(Cc2cccc(C(F)(F)F)c2)nc2ccccc12,6,2,0,-5,28,-5,15,10
CCOC(=O)CC(NC(=O)C(CC)c1ccccc1)c1ccccc1Cl (stereo not given),10,-12,-10,-2,10,3,-3,-5
O=C(NNC(=O)C1CC(c2cccnc2)=NO1)Nc1cccc(F)c1 (stereo not given),-9,-7,3,0,25,-25,6,4
CCN(CCn1cccn1)C(=O)c1cc(COc2ccc(F)cc2Cl)on1,0,8,-4,4,11,-21,4,13
COCCNC(=O)c1nc2c(nnn2Cc2cc(C)ccc2C)c(=O)[nH]1,7,8,-11,0,15,-27,-12,2
CC(=O)c1ccc(S(=O)(=O)NCCc2csc(-c3cccnc3)n2)cc1,11,-8,-5,-5,11,2,-10,-3
Oc1ccc(Br)cc1/C=N/Nc1nc(N2CCCCC2)nc(N2CCOCC2)n1,-1,-10,-1,-3,22,21,-16,-11
COc1cccc(C(=O)NC2CC(C)(C)Cc3c2cnn3-c2cccc(F)c2)c1OC (stereo not given),16,-14,0,13,-28,22,-27,-1
CCOc1cc2[nH]c(=O)n(CCCCC(=O)NC3CCCCCC3)c(=O)c2cc1OCC,10,-3,-5,3,-9,8,-6,2
O=C(CN1CCN(S(=O)(=O)c2cccc(F)c2)CC1)NCC1(N2CCOCC2)CCCCC1,1,-4,-3,9,11,6,-5,3
O=C(CSc1nc(=O)[nH]c2c1CCCC2)Nc1cc(C(F)(F)F)cc(C(F)(F)F)c1,19,2,-2,-4,-20,15,31,-2
COc1ccc(OC)c(N2C(N)=C(C#N)C(c3ccc(OC)c(O)c3)C3=C2CC(C)(C)CC3=O)c1 (stereo not given),4,-3,0,-1,-8,-5,12,9
Cc1cccc(N2C(=O)N3[C@H](c4ccc(F)cc4)[C@@H]4C(=O)N(C5CCCCC5)C(=O)[C@@H]4[C@]3(Cc3ccc(Cl)cc3)C2=O)c1,5,-5,1,-6,-12,12,2,-20
